Screening data deposited in PubChem BioAssay by several laboratories.
CaV13 ICDI inh = Disruptors of the CACNA1D IQ motif to Ca2+-dependent inactivation inhibitor domain association, primary screening, Förster resonance energy transfer in intact living … | HEK cells, CFP/YFP FRET ICDI-IQ, plate reader, 10 min; percent FRET-ratio fall versus neutral wells | inhibition, % at 12.3 µM | actives 0.098% (n = 340,000);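 active = mean replicate inhibition of at least 30% and at least 1% of replicates passing that level; inconclusive = only one of the two criteria is met; inactive = neither criterion is met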;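 also: 0% = median of the neutral control wells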
NR2E3 ag-1 = NR2E3 (human) agonism; actives 0.12% (n = 320,000); inhibition of corepressor binding, % at 4.78 µM; GST-NR2E3/biotin-RetCOR TR-FRET, 1536-well; AID 2300;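 active = percent inhibition above the cutoff of mean plus 3 SD of all tested compounds, set per screening campaign, cut at about 20% in these data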;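 also: 0% = DMSO wells and 100% = biotin wells as full block of FRET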
Target sequence (Q9Y5X4 whole entry, looked up): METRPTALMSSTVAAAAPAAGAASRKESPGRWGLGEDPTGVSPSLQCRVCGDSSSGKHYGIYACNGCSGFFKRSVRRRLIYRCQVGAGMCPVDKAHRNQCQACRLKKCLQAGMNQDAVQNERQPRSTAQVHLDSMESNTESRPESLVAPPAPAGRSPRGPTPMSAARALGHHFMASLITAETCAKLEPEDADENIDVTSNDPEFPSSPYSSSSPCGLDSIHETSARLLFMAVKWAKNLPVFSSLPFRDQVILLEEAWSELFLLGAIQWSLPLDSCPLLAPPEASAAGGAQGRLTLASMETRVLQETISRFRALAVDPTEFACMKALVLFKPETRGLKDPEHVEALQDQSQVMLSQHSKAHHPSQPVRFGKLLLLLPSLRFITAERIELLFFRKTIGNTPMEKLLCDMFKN
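System: GST-tagged NR2E3 plus biotinylated RetCOR corepressor; Amount: 1.35 nM GST-tagged NR2E3 final; Dosing: single nominal compound dose of 4.8 µM; Schedule: 5 h incubation at 4 °C; Technique: TR-FRET with europium anti-GST and streptavidin-D2, 340 nm excitation; Controls: biotin wells as high control, 0.6% DMSO wells as low control.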
HIF-2a block = HIF-2a inhibition; 786-0 RCC cells HIF-2a reporter, luciferase luminescence, overnight; inhibition, % at 18.8 µM; actives 0.72% (n = 360,000); AID 624352;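 active = inhibition of the luminescence signal of 40% or more relative to plate controls, in a single-dose primary screen at 18.75 µM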
HTR2A ag = mouse HTR2A agonism via beta-arrestin recruitment | CHO-K1 mHTR2A beta-arrestin complementation, luminescence; percent of 30 µM serotonin response | activation, % at 7.6 µM | actives 0.66% (n = 360,000);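 active = activation above a run cutoff, the mean activation of all tested compounds plus 3 SD, cut at about 14% in these data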;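 also: 0% = plate median of compound wells and 100% = 30 µM serotonin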
Target sequence (P35363 whole entry, looked up): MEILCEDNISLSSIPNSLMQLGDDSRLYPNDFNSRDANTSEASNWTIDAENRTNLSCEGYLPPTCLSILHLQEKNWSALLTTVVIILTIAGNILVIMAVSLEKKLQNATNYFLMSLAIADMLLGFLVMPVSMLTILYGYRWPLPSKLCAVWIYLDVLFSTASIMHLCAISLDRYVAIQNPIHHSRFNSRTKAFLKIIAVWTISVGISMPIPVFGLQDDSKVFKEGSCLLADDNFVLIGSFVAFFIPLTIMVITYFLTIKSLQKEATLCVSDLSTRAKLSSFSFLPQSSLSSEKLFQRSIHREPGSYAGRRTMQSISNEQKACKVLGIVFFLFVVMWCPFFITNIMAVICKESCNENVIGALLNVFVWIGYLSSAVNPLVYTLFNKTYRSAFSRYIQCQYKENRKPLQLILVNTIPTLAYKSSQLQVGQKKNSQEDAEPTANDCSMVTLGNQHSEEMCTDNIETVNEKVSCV
Peg3 prom inh = reduces Peg3 promoter-driven luciferase expression in HeLa; HeLa PEG-Prom luciferase reporter, luminescence, overnight; AID 588405; actives 1.7% (n = 360,000); inhibition, % at 20 µM;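 active = inhibition of at least 50% at 20 µM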
NR2E3 ag-2 = human photoreceptor-specific nuclear receptor agonism | Q9Y5X4 | actives 0.35% (n = 360,000) | AID 602229 | CHO-S Gal4-NCOR/VP16-NR2E3 two-hybrid, luciferase | inhibition of corepressor binding, % at 3.98 µM;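 active = inhibition above the mean of all tested compounds plus 3 SD, cut at about 70% in these data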;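 also: 0% = DMSO with NR2E3 transfected cells and 100% = cells lacking NR2E3 construct; higher means lower luciferase signal from less NR2E3 corepressor binding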
Shn3 inh set2 = inhibitors of Schnurri-3 3'UTR reporter in osteoblasts; Clone20 osteoblast Shn3 3'UTR firefly luciferase, 24 h; inhibition, % at 12.5 µM; actives 0.52% (n = 360,000); AID 588674;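 active = mean inhibition of at least 75% with every replicate also reaching 75%; inconclusive = mean inhibition at least 75% but some replicate below; inactive = mean inhibition below 75%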;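 also: 0% = median of neutral control wells and 100% = pilot-screen positive control compound; some compounds past the cut are filed as inactive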
TRPM1 prom inh = reduces MITF-dependent TRPM1 promoter luciferase signal. SK-MEL-5 TRPM1 promoter luciferase, 24 h. inhibition, % at 12.5 µM. actives 0.83% (n = 330,000). AID 488899;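 active = mean inhibition across replicates of 60% or more, whatever share of single replicates reaches that level; inconclusive = some that reach 60%, reason not given; inactive = mean inhibition across replicates below 60%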; also: values of inactives mirror those of a sister screen read the other way
iPSC survival up = hiPSC single-cell survival enhancement | ATPlite luminescence; 100% = ROCK inhibitor wells, 0% = DMSO | AID 602274 | actives 0.044% (n = 360,000) | survival enhancement, % at 20 µM; in the data active = survival enhancement above about 18%;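 also: cells exposed to compounds for 16 hours before the ATP read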
PDI turbidity = PDI (human) enzyme inhibition; inhibition, % at 10 µM; actives 0.052% (n = 350,000); AID 588391; P07237; PDI insulin aggregation turbidity, A650, 90 min;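 active = mean inhibition across replicates of 30% or more, whatever share of single replicates reach that level; inconclusive = mean inhibition below 30% while every single replicate reaches 30%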;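 also: absorbance from insulin aggregation driven by PDI reduction with DTT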
Cardio protect = protects H9c2 cardiomyocytes from peroxide injury; H2O2 injury protection, ATPLite, 2 h; protection from H2O2 cell death, % at 20 µM; actives 0.63% (n = 360,000);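 active = compounds giving at least 50% protection of heart cells from peroxide-induced death in the single-dose screen, raw or plate-pattern-corrected value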;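 also: 0% = DMSO wells with peroxide and 100% = DMSO wells without peroxide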
* = called active by the depositor; ? = inconclusive; . = not tested or not shown. This is a random part of the collection, and some 3.9% of all compounds hit somewhere here.

SMILES | CaV13 ICDI inh | NR2E3 ag-1 | HIF-2a block | HTR2A ag | Peg3 prom inh | NR2E3 ag-2 | Shn3 inh set2 | TRPM1 prom inh | iPSC survival up | PDI turbidity | Cardio protect
O=C1C2C(C(=O)N1CCc1ccccc1)C1C=CC2C12CC2 (stereo not given) | -9 | 6 | -49 | 4 | -30 | -32 | -5 | -34 | -1.7 | 1 | 6
O=S(=O)([N-]c1nc2ccccc2nc1-n1cc[n+](Cc2ccccc2)c1)c1ccc(Cl)cc1 | -18 | -1 | -10 | -2 | 0 | -10 | -8 | 5 | 0.0 | -8 | -4
C=CCn1c(C)cc(C(=O)CSc2nnc(-c3cccc(S(=O)(=O)N(CC)CC)c3)o2)c1C | -4 | -4 | -9 | 2 | 8 | -18 | 24 | -2 | -1.4 | 2 | -11
CCOc1ccc(C(=O)NCC(=O)OCc2nnc(-c3ccccc3)o2)cc1OCC | -16 | -1 | -15 | 1 | -24 | -10 | -2 | -4 | 6.4 | 1 | 8
CCCCn1c(NCc2cc(C)ccc2O)nc2ccccc21 | -12 | . | -5 | -2 | -20 | -16 | 19 | . | 0.2 | 6 | -23
C(=N\Nc1nc(-c2ccccc2)cs1)/c1ccncc1 | -6 | 2 | -236 | -3 | -239 | -62 | -74 | -67 | -1.1 | 0 | 3
Cc1[nH]c(=O)[nH]c(=O)c1S(=O)(=O)N1CCCC(C(=O)NCCc2ccccc2)C1 (stereo not given) | 1 | 5 | 8 | 1 | 2 | 2 | 1 | -5 | -2.1 | 4 | 1
Cc1ccc(NC(=O)COC(=O)CCC(=O)c2cccs2)cc1S(=O)(=O)N1CCOCC1 | -6 | -1 | 11 | 2 | 11 | 2 | 6 | -1 | -0.7 | 1 | 8
CCOC(=O)c1c(C)n(C)c2ccc(OC)c(NC(=O)CN3CCN(C4CCCCC4)CC3)c12 | -3 | 2 | 2 | -2 | 8 | -37 | 11 | 8 | 1.0 | -1 | 3
Cc1ccc(NC(=O)CCNC(=O)c2ccccc2Cl)cc1S(=O)(=O)N1CCCCCC1 | -3 | 0 | 17 | 0 | 32 | 5 | 11 | 5 | -0.4 | 1 | -9
O=C(CC(C(=O)O)P(=O)(c1ccccc1)c1ccccc1)c1ccc(Br)cc1 (stereo not given) | -1 | 1 | 6 | 1 | 7 | -16 | 0 | -4 | -0.8 | 2 | 1
CC(C)(C)NC(=O)CN(C(=O)CCC(=O)Nc1nccs1)c1cccc(C(F)(F)F)c1 | 9 | 1 | 9 | -1 | 22 | 17 | 5 | -9 | 0.1 | -2 | 10
Cc1ccc(C(=O)N/C(=C/c2ccco2)C(=O)NCC2CCCO2)cc1 (stereo not given) | -5 | -1 | 14 | -4 | -10 | 4 | -9 | 17 | 0.1 | -8 | 5
O=C(Nc1ccc(F)c(Cl)c1)C1CCCN(c2cnccn2)C1 (stereo not given) | -16 | -1 | -6 | -13 | -9 | 8 | 24 | 12 | -0.3 | 3 | -6
O=C(NCc1ccccc1)[C@@H]1CCCN1C(=O)[C@@H]1CCCN1C(=O)c1cccs1 | -10 | . | 1 | 1 | . | -11 | . | . | 0.0 | . | .
CCOC(=O)C(Cc1cc(N)c(Oc2ccc(OC)cc2)c(N)c1)NC(C)=O (stereo not given) | -5 | . | -1 | 9 | -4 | -33 | -5 | 14 | 0.5 | -3 | 4
COc1ccc(-c2[nH]c(-c3cccc(OC)c3)nc2SCC(=O)NCc2ccco2)cc1 | -5 | 3 | 20 | -1 | 28 | 5 | 14 | 10 | -0.8 | 7 | -8
CCOC(=O)Cc1csc(NC(=O)c2cnc3scc(C)n3c2=O)n1 | -4 | 3 | -14 | 0 | 4 | 1 | 12 | 16 | 2.1 | 2 | 5
O=C(COC(=O)c1ccc(S(=O)(=O)NCc2ccco2)cc1)Nc1ccc(Cl)cn1 | -4 | 4 | 21 | 0 | 4 | 8 | -6 | -8 | 3.5 | 3 | 2
Cc1ccc(-c2[nH]c3ccccc3c2SCCN)cc1 | -5 | 0 | -32 | -5 | 5 | -35 | 8 | -13 | 0.9 | 1 | 2
CCCCn1c(SCC(=O)N2c3ccccc3Sc3ccccc32)nc2c1c(=O)n(C)c(=O)n2C | -5 | 1 | 17 | 2 | 34 | -4 | 24 | 6 | 7.9 | -13 | 26
COc1ccccc1CN(C)CC(=O)Nc1cccc2ccccc12 | -3 | -2 | 0 | -9 | -7 | -22 | 19 | 5 | 0.2 | 0 | 0
COc1ccccc1CNC(=O)CN(C)S(=O)(=O)c1ccc2c(c1)c(=O)n(C)c(=O)n2C | -3 | -1 | 4 | 1 | -2 | 1 | 8 | 2 | -0.3 | 4 | 0
CCn1cc(CN2CCC(n3nccc3NC(=O)CCCc3ccccc3)CC2)c(C)n1 | -8 | -3 | 9 | -6 | 5 | -23 | -12 | -8 | -0.4 | 7 | 0
CCn1c(=O)c2sccc2n(CC(=O)NC2CCCCC2)c1=O | -3 | 2 | 4 | 3 | -8 | -22 | 6 | 6 | -0.4 | -6 | 0
CCOC(=O)N1CCN(S(=O)(=O)c2ccc3[nH]c(=O)oc3c2)CC1 | 2 | 3 | 21 | 2 | 12 | 10 | 1 | 5 | -0.3 | 0 | 0
Cc1ccc(Nc2nc(N)nc(CSc3ncccn3)n2)cc1 | -7 | -1 | -195 | -1 | -276 | -118 | -92 | -80 | 0.6 | 19 | -1
CCOc1ccc(C2C3=C(CC(C)(C)CC3=O)N(CC(=O)O)C3=C2C(=O)CC(C)(C)C3)cc1OCC | -20 | -3 | 19 | 1 | 4 | -7 | -7 | -1 | -0.1 | -16 | 7
COc1cccc(NC(=O)C2COc3ccccc3O2)c1 (stereo not given) | -3 | 8 | -228 | -5 | -192 | 0 | -47 | -53 | 0.2 | -1 | -4
CCCC1=C(C(=O)OCC)C(c2c(C)nn(-c3ccccc3)c2Cl)C(C#N)=C(N)O1 (stereo not given) | -6 | -5 | 18 | -4 | 26 | -1 | 6 | 6 | -1.8 | -2 | -1
CC1CCCN(c2cc3c(cc2[N+](=O)[O-])C(=O)N(c2ccccc2)C3=O)C1 (stereo not given) | -5 | 0 | 3 | 0 | -10 | -36 | 1 | 5 | 1.1 | ? | -1
CC(C)OC(=O)C(CC(=O)O)N1CCOCC1 (stereo not given) | -5 | 0 | 3 | 1 | 0 | -17 | 4 | -16 | 3.3 | -2 | -4
Cc1ccc(C(=O)NCCn2cc(SCC(=O)Nc3nnc(C)s3)c3ccccc32)cc1 | -7 | 2 | -16 | 1 | 7 | 26 | -81 | . | 0.8 | . | 12
O=C(c1ccncc1)N1CCN(S(=O)(=O)c2cccc(F)c2)CC1 | -3 | -5 | 9 | -2 | 12 | -1 | -10 | 6 | -0.2 | 3 | 1
COc1ccccc1/C=C/C=N/NC(=O)Cc1cccs1 | -3 | -1 | -191 | -1 | -114 | -49 | 9 | -33 | 3.4 | -8 | -4
O=C(NC(c1ccc(Cl)cc1)c1ccccn1)C1CCN(CCOc2ccc(Cl)cc2Cl)CC1 (stereo not given) | -8 | . | -22 | 4 | 100* | 9 | -6 | . | 0.7 | 11 | -32
O=C(O)c1ccc(NS(=O)(=O)c2ccc(Cl)c(C(=O)Nc3ccccc3[N+](=O)[O-])c2)cc1 | -5 | 3 | 16 | -3 | 1 | -6 | 8 | -2 | -0.5 | -6 | 3
COc1cc(OC)cc(-c2nnc(SCC(=O)N3c4ccccc4Sc4ccccc43)o2)c1 | -1 | -4 | 18 | 2 | 17 | -9 | 2 | -1 | 0.0 | 5 | -11
NS(=O)(=O)c1ccc2nc(NC(=O)c3ccc4ncsc4c3)sc2c1 | . | -1 | -8 | 1 | -18 | -14 | 5 | -3 | 0.2 | -1 | 7
COc1cccc(C(=O)OCC(=O)Nc2sc3c(c2C(N)=O)CCC3)c1O | -6 | -2 | 6 | -5 | -5 | -40 | 3 | 18 | -0.5 | 4 | -4
CCOc1ccc(C(=O)NC2CCN(C(=O)N3CCCC3)CC2)cc1 | -4 | 1 | 8 | 13 | 6 | -16 | 0 | -7 | -2.6 | -8 | 7
COc1ccc(C)cc1NC(=O)c1cccc(C(=O)Nc2cc(C)ccc2OC)c1 | -21 | -1 | 0 | 1 | 4 | -18 | -5 | -15 | 0.0 | -2 | 5
Cc1ccc(NC(=O)NCC2CC2(Cl)Cl)cc1 (stereo not given) | -3 | 9 | -273 | -10 | -233 | -137 | -95 | -44 | 1.1 | -7 | -8
CCCOc1ccc2cc(-c3ccccn3)c(=O)oc2c1 | -2 | 3 | 55* | 0 | 74* | -73 | 60 | 51 | -4.0 | -1 | -28
Cc1cc(C)c(NC(=O)CN(C)C(=O)c2ccc(OCc3ccccc3)cc2)c(C)c1 | -3 | 2 | -110 | 1 | -65 | -65 | -43 | -55 | -0.3 | 2 | -8
COc1ccc(SCCc2ccncc2)cc1 | -6 | -1 | -6 | 3 | 1 | 6 | -23 | -6 | -0.3 | -1 | 8
COc1ccccc1NS(=O)(=O)c1cc(NC(=O)CN2C(=O)NC3(CCCC3)C2=O)ccc1C | -16 | 4 | 15 | 8 | 19 | 4 | 4 | -4 | -0.5 | 8 | -2
Fc1cccc(NC(=S)N2CCN(c3ccccn3)CC2)c1 | -19 | 1 | -18 | -7 | 8 | 5 | 6 | 13 | -0.4 | 8 | -6
Cc1cc(C)c(C(=O)c2ccccc2C(=O)O)c(C)c1 | . | . | 1 | -3 | -2 | 18 | 27 | . | -0.8 | . | 2
COc1ccc2nc3oc(C(=O)NCc4cccs4)cc3cc2c1 | . | -2 | -18 | -4 | -1 | 19 | 2 | -11 | -1.6 | -5 | -7

Profiles, looked up by structure. Order of screens: CaV13 ICDI inh	NR2E3 ag-1	HIF-2a block	HTR2A ag	Peg3 prom inh	NR2E3 ag-2	Shn3 inh set2	TRPM1 prom inh	iPSC survival up	PDI turbidity	Cardio protect
O=C(COC(=O)c1ccc(S(=O)(=O)NCc2ccco2)cc1)Nc1ccc(Cl)cn1 across the screens: -4	4	21	0	4	8	-6	-8	3.5	3	2
O=C(c1ccncc1)N1CCN(S(=O)(=O)c2cccc(F)c2)CC1 across the screens: -3	-5	9	-2	12	-1	-10	6	-0.2	3	1
Cc1cc(C)c(C(=O)c2ccccc2C(=O)O)c(C)c1 across the screens: .	.	1	-3	-2	18	27	.	-0.8	.	2
